Assay outcomes as filed in PubChem.
PNC assembly inh – High Content Assay for Compounds that inhibit the Assembly of the Perinucleolar Compartment. activity change (PNC), negative = inhibition, % at 10 µM. PC3M PTB-GFP, PNC prevalence imaging, 16 h; hits give low values. actives 3.1% (n = 140,000);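 active = readout at or below -70, meaning at least 70% loss of cells showing the perinucleolar compartment, a nuclear body marking cancer cells; inconclusive = readout between -30 and a set limit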;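 also: plate controls were DMSO wells for no effect and camptothecin positive control wells for full effect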
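PC3M cells stably expressing PTB-GFP, 750–1000 cells/well, treated 16 h at 37 °C with compound (23 nl of library stock), in duplicate. After paraformaldehyde fixation and Hoechst stain, imaged at 20x; PNC prevalence scored by image analysis.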
IMPase cell inh – qHTS Assay for Identifying the Cell-Membrane Permeable IMPase Inhibitors; Inositol monophosphatase 1 (Rattus norvegicus), P97697; AID 901, 2007; inhibition (IP1 accumulation), % at 46.1 µM; 120,000 tested, under 10 active; CHO-M1 cells, IP1 accumulation, HTRF TR-FRET ratio; active = well fitted curve in the direction sought with a large enough effect in the signal ratio, not every such curve was filed as active; inconclusive = small, poorly fitted or top-dose-only effect, or a change in a side signal; inactive = no such curve, though single readings can be large or run the other way; the % refers to the signal ratio;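 also: cells stimulated with carbachol in lithium chloride buffer; plate controls were DMSO basal wells for no effect and reference inhibitor wells for full effect; higher means more IMPase inhibition seen as more IP1 and lower FRET ratio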
Target sequence (P97697 whole entry, looked up): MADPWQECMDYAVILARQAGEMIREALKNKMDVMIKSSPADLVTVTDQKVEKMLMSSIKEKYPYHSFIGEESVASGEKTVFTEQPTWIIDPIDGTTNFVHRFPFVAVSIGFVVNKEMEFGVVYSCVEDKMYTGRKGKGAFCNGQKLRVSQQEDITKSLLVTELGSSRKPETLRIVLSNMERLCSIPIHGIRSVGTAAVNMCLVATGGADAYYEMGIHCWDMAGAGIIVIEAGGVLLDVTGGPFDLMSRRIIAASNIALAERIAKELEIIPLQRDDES
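CHO-M1 cells (CHO stably expressing M1 receptor), compound up to 46 uM final, stimulated with carbachol (50 uM as added) in buffer with 50mM LiCl, pH 7.4, 30 min at 37C. Cytosolic IP1 read by TR-FRET; AC50 from Hill fits.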
ALOX15B inhib – qHTS Assay for Inhibitors of 15-hLO-2 (15-human lipoxygenase 2) | Polyunsaturated fatty acid lipoxygenase ALOX15B (Homo sapiens), O15296 | Potency, µM (highest dose often 57.1 µM), inactives show top-dose activity change, negative = inhibition, usual class: inhibitors | actives 0.56% (n = 110,000) | purified 15hLO-2, xylenol orange hydroperoxide absorbance; also: potency is read from the fitted curve at half-maximal effect; nearly all actives have a fitted effect of over 60% in size; many of its hits are not listed in these tables
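Purified human 15hLO-2 (50 nM) preincubated 15 min with compound, then 45 uM arachidonic acid for 90 min at RT in 25 mM Hepes pH 7.5, 0.01% Triton X-100. Hydroperoxide detected by Fe-xylenol orange; 573/405 nm absorbance ratio.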
12-hLO inh – qHTS Assay for Inhibitors of 12-hLO (12-human lipoxygenase) | AID 1452, 2008 | actives 0.12% (n = 150,000) | purified 12-hLO, xylenol orange hydroperoxide absorbance | Potency, µM (titrated, usually from 57.1 µM), without a hit: at the top dose activity change, negative = inhibition, usual class: inhibitors; also: potency is read from the fitted curve at half-maximal effect; nearly all actives have a fitted effect of over 55% in size; many of its hits are not listed in these tables
Target sequence (P18054 whole entry, looked up): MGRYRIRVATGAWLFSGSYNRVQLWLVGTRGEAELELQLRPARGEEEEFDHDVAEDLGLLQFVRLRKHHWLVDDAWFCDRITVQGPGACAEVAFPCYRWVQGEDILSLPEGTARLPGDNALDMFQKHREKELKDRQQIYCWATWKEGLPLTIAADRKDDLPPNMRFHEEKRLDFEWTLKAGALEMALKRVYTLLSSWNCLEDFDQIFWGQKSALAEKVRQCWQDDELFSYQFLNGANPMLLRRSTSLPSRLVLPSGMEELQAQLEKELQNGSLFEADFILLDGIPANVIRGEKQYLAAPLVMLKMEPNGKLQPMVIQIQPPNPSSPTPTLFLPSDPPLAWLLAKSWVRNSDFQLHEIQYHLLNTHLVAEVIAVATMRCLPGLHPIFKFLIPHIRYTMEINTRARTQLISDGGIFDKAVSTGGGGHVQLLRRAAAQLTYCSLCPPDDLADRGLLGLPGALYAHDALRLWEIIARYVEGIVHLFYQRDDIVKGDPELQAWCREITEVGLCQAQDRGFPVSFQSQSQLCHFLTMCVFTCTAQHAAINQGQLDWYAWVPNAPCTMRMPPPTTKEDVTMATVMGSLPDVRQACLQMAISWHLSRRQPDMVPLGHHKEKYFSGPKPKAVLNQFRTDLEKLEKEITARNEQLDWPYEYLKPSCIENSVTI
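150 nM 12hLO, 25 mM Hepes pH 7.0 + 0.01% Triton X-100; cpd preinc 15 min RT; 40 uM arachidonic acid, 30 min RT; Fe-XO 30 min; A573/A405 ratio as read-out.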
An asterisk follows results filed as active; ? = inconclusive; . = no result given; [ ] = dose if it differs, or a comment. Unless noted, calls follow the shape of the dose curve; as a rule, active = well fitted curve in the direction sought with a large enough effect; inconclusive = small, poorly fitted or top-dose-only effect, or another doubt; inactive = no such curve, though single readings can be large; an effect the other way counts as inactive or inconclusive. Unless noted, % is scaled to controls: 0 for no effect and ±100 for the full control effect.

SMILES	PNC assembly inh	IMPase cell inh	ALOX15B inhib	12-hLO inh
O=C(CCS(=O)(=O)c1cccc2nonc12)NC1CCCCCC1	-24	2	1%	-4%
Cc1ccc(C(=O)N/C(=C/C=C\c2ccccc2)C(=O)NCc2ccco2)cc1	-3	4	.	-3%
CC(C)CNc1c(N)c(=O)oc2ccccc12	28	5	-13%	-3%
O=C(Oc1c(-c2ccccc2Cl)oc2ccccc2c1=O)c1ccc(Cl)cc1	?	.	.	-4%
CCN(CC)c1ccc(NC(=O)Cn2c(C(C)NC(=O)c3ccccc3)nc3ccccc32)cc1 (stereo not given)	-16	-2	.	3%
O=C(CC1c2ccccc2Oc2ccccc21)NCc1ccco1	?	?	-5%	-7%
CCOC(=O)C1=C(C)NC(C)=C(C(=O)OCC)C1C(=O)OCC(=O)N1CCc2ccccc2C1	-25	3	-1%	-2%
Cn1c(CSc2nc3ccccc3s2)nnc1SCC(=O)NCCCN1CCOCC1	5	-3	.	2%
CC1CN(Cc2ccccc2Cl)CC(C)O1 (stereo not given)	-24	?	-22%	-5%
CCOC(=O)/C(C#N)=C1\CCCN1CC(N)=S	-8	.	.	-11%
CN1CCN(C2=NC3(CCCC3)C(C#N)C(=O)N2)CC1 (stereo not given)	16	-4	-5%	-3%
Cc1ccc2nc(C)c3c(c2c1)COC3	-14	.	.	2%
O=[N+]([O-])c1ccc(Oc2c(F)c(F)nc(N3CCCC3)c2F)cc1	-23	18	-5%	-14%
CCCCNS(=O)(=O)c1ccc(NC(=O)C2c3ccccc3Oc3ccccc32)cc1	?	-13	.	-3%
Clc1cccc2sc(N3CCCC3)nc12	-8	-5	-10%	0%
CCOC(=O)/C(C#N)=N/Nc1ccccc1OC	-2	.	.	1%
COc1ccc(NC(=O)CN(C)S(=O)(=O)c2ccc3c(c2)CCC(=O)N3)c(OC)c1	-17	-3	-7%	5%
N[C@@H](Cc1cc(I)c(O)c(I)c1)C(=O)O	-1	.	.	-1%
COC(=O)c1ccc(Oc2ccc3nncn3n2)cc1	-12	?	.	-2%
CC(=O)Nc1ccc(S(=O)(=O)N(C)CC(=O)OCC(=O)Nc2ccc3c(c2)OCO3)cc1	6	.	.	-2%
Cc1ccc(/C=C(/NC(=O)c2ccccc2)C(=O)NCCc2c[nH]c3ccccc23)o1	-29	1	-17%	-5%
Cc1c(C)n(C(=O)CSc2nccn2C)c2ccccc12	?	9	14%	-11%
C/C(=N\N=C(/N)SC1CC(=O)N(c2ccc(Cl)c(Cl)c2)C1=O)c1cccs1 (stereo not given)	49	3	28%	-1%
O=C(Cn1[nH]c(=O)c2ccccc2c1=O)OCC(=O)N1CCCc2ccccc21	-97*	6	0%	-2%
COCCCN(C(=S)Nc1ccc(C)cc1Cl)C(C)c1ccncc1 (stereo not given)	136	-7	.	-3%
CSC1=NCCN1C(=O)c1ccc(Br)o1	2	-1	10%	5%
CCC(=O)Nc1cc(C(C)C)c(O)cc1C	-15	8	-1%	-3%
O=C(/C=C/c1c(F)cccc1Cl)Nc1ccncc1	70	.	.	-1%
Cc1nn(Cc2ccc(Cl)c(Cl)c2)c(C)c1NC(=O)c1cc(C2CC2)on1	?	14	-4%	-22%
N/C(=N\OC(=O)Oc1ccccc1)c1ccc(Cl)cc1	-13	2	2%	3%
Cc1ccccc1C(=O)Nc1nncs1	6	4	-11%	4%
Cc1cccc(N(C(=O)Cc2cccs2)C(C(=O)NC2CCCC2)c2ccsc2)c1 (stereo not given)	-19	3	0%	1%
COc1ccc(C(CC(=O)O)NC(=O)c2cccs2)cc1 (stereo not given)	-85*	-7	-1%	-3%
CC(=O)/C(=N/Nc1ccccc1Cl)Sc1nnc(C(O)c2ccccc2)n1-c1ccccc1 (stereo not given)	-4	.	.	-2%
CCOC(=O)c1cc(C(=O)c2cc(F)ccc2O)coc1=N	?	-5	4%	-1%
Cc1ccnc(NS(=O)(=O)c2cccs2)c1	10	?	-1%	-5%
CCOC(=O)Cn1c(=O)oc2cc(S(=O)(=O)NCCCc3ccccc3)ccc21	?	-3	-3%	-9%
CCCCn1c(SCC(=O)Nc2nccs2)nc2ccccc2c1=O	59	-11	-1%	4%
COc1ccc2nc(-n3c(O)c(C4=c5ccccc5=NC4=O)[nH]c3=S)sc2c1	36	5	.	-2%
COc1ccc(NC(=O)C2(c3ccc(NC(=O)c4ccc(OC)cc4)cc3)CCCC2)cc1	18	-2	.	0%

Of the compounds above, these contain an aryl thioether with sulfur outside any ring:
SMILES	PNC assembly inh	IMPase cell inh	ALOX15B inhib	12-hLO inh
Cn1c(CSc2nc3ccccc3s2)nnc1SCC(=O)NCCCN1CCOCC1	5	-3	.	2%
Cc1c(C)n(C(=O)CSc2nccn2C)c2ccccc12	?	9	14%	-11%
CCCCn1c(SCC(=O)Nc2nccs2)nc2ccccc2c1=O	59	-11	-1%	4%

Next results:
SMILES	PNC assembly inh	IMPase cell inh	ALOX15B inhib	12-hLO inh
COC(=O)c1sccc1Oc1ccc(F)cc1[N+](=O)[O-]	13	1	-3%	-8%
CS(=O)(=O)c1cnc(-c2ccccc2)nc1Oc1ccc(Cl)cc1	?	3	3%	1%
CCN(CC(=O)Nc1ccc2c(c1)OCCO2)c1ccc(S(=O)(=O)N2CCOCC2)cn1	-3	-4	-5%	-2%
CCC(=O)NC(=S)Nc1ccc(NC(=O)c2cccc([N+](=O)[O-])c2C)cc1	-15	.	.	0%
Cn1ncc(Br)c1C(=O)NCc1cccs1	?	7	-1%	-2%
O=C(COc1ccccc1Br)NCCc1nc2ccccc2[nH]1	49	.	.	-3%
Cc1ccc(C(=O)Oc2coc(CSc3nnc(NC(=O)C4CC4)s3)cc2=O)cc1	?	0	.	1%
COc1ccc(C(c2nnnn2CC2CCCO2)N2CCC(C(N)=O)CC2)cc1 (stereo not given)	16	8	.	7%
COc1ccc(CN(C2CCCC2)S(=O)(=O)c2ccc(-n3cnnn3)c(OC)c2)cc1OC	?	12	0%	1%
CC1(C)CC(=O)/C(=C\c2cccc([N+](=O)[O-])c2)C(C)(C)N1	?	.	.	0%
CCOC(=O)C1CCN(C(=O)c2ccc(NC(=O)C3CCCO3)cc2)CC1 (stereo not given)	441	-2	.	9%
O=C1CC(c2ccc(S(=O)(=O)N3CCCCC3)cc2)CN1 (stereo not given)	34	5	-4%	-6%
CC1(C)CC(=O)C(C=NCCO)=C(O)C1	-10	-3	1%	-1%
CC(C)(Oc1ccc(Cl)cc1)C(=O)NCc1ccncc1	-9	30	-1%	0%
CS(=O)(=O)c1cccc(C(=O)NCc2ccc(F)cc2)c1	2	4	-10%	-2%
CCCC(C)C(=O)Nc1nc(C)c(-c2csc(Nc3ccccc3OC)n2)s1 (stereo not given)	?	9	6%	?
COc1ccc(C2=NN(C(=O)CSc3nc4ccccc4s3)C(c3ccc(F)cc3)C2)cc1 (stereo not given)	-21	-1	.	2%
Cc1cc(C)cc(C(=O)Nc2nnc(SCC(=O)N3CCCc4ccccc43)s2)c1	8	-25	.	1%
Cc1ccc(Nc2nc(N)c([N+](=O)[O-])c(NCc3ccco3)n2)cc1C	61	.	.	-6%
CCCc1cc(=O)[nH]c(SCC(=O)Nc2ccccc2C#N)n1	17	-6	0%	-2%
COc1ccc(CCNC(=O)c2nonc2N)cc1	4	10	.	-3%
COCCCn1c(SCC(=O)Nc2sc3c(c2C#N)CCCC3)nnc1-c1ccncc1	0	-8	.	-18%
CCOc1ccccc1NC(=O)c1cccc(NC(=O)c2ccco2)c1	-86*	4	8%[2.29 µM]	0%
CCc1cccc2c(SC(C)C(=O)NCC3CCCO3)nc(-c3ccccc3)nc12 (stereo not given)	?	1[1.84 µM]	5%[11.4 µM]	5%
Cc1ccc2c(c1)c1c(n2C)-c2[nH]ncc2CC1	?	-4	.	-7%
CC(=O)OC1CC2C(C)(C)C=CC(=O)[C@@]2(C)C2CC[C@@]3(C)C(c4ccoc4)OC(=O)C4OC43[C@]12C (stereo not given in full)	.	.	-2%	-2%
COCCCN(C(=O)Cn1ncc2c(=O)oc3ccc(C)cc3c21)C(C)c1ccncc1 (stereo not given)	4	-14	.	-1%
CCNC(=S)NNC(=O)c1csc(C(C)C)c1	-9	-5	.	-9%
COc1ccc(C(=O)Nc2ccc(CN3CCOCC3)cc2)cc1	-13	?	-4%	-3%
O=C(COc1ccc(Cl)cc1Cl)NC(=O)N1CCOCC1	?	0	8%	-5%
CC(=O)Oc1ccc2oc3c(c2c1)C(=O)CCC3	4	-6	3%	-7%
O=C(NCc1ccc2c(c1)OCO2)C1CCCN1C(=O)Nc1ccccc1 (stereo not given)	23	10	2%	-6%
CCCCCCCCNC(=O)CCNC(=O)c1ccc(C(C)(C)C)cc1	-3	18	-5%	0%
CCOCCCNC(=O)c1ccccc1Br	-22	-12	1%	-1%
CCOC(=O)c1sc(NC(=O)CSc2nnc(-c3ccco3)o2)c(C(=O)OCC)c1C	?	-6	-7%	1%
CCN(CC)S(=O)(=O)c1ccc(OC)c(NC(=O)CSc2ccccc2)c1	35	-2	-11%	2%
O=C(Nc1cccc2ncccc12)C12CC3CC(CC(C3)C1)C2	8	2	1%	3%
CC(=O)Nc1ccccc1N(CC(O)Cn1c2ccccc2c2ccccc21)S(=O)(=O)c1ccc(C)cc1 (stereo not given)	?	.	.	-2%
COc1cc(-c2nnc(SCC(=O)/C(C#N)=C(\C)N)o2)cc(OC)c1OC	22	2	1%	3%
O=S(=O)(c1ccc2c(c1)OCCO2)N1CCC(c2nc3ccccc3[nH]2)CC1	4	2	9%	-2%

Full records, looked up by structure:
CCCCCCCCNC(=O)CCNC(=O)c1ccc(C(C)(C)C)cc1 reads PNC assembly inh = -3; IMPase cell inh = 18; ALOX15B inhib = -5%; 12-hLO inh = 0%
O=C(Nc1cccc2ncccc12)C12CC3CC(CC(C3)C1)C2 reads PNC assembly inh = 8; IMPase cell inh = 2; ALOX15B inhib = 1%; 12-hLO inh = 3%

2 entries drawn at random from those above:
SMILES	PNC assembly inh	IMPase cell inh	ALOX15B inhib	12-hLO inh
CCCCCCCCNC(=O)CCNC(=O)c1ccc(C(C)(C)C)cc1	-3	18	-5%	0%
O=C(NCc1ccc2c(c1)OCO2)C1CCCN1C(=O)Nc1ccccc1 (stereo not given)	23	10	2%	-6%

Next part:
SMILES	PNC assembly inh	IMPase cell inh	ALOX15B inhib	12-hLO inh
CCOc1nc(-c2ccccc2)ccc1-c1noc(-c2cccs2)n1	-1	2	-1%	4%
Cc1c(N/C(=N/S(=O)(=O)c2ccccc2)c2ccc(Cl)cc2)c(=O)n(-c2ccccc2)n1C	?	-7	.	3%
Cc1ccc(CNC(=O)Cn2c([N+](=O)[O-])cnc2C)cc1	?	-4	5%	-3%
O=C(OCc1ccccc1)c1ccccc1O	.	.	7%	0%
O=C(CN1C(=O)CSC1=O)N1CCCCC1	-3	7	.	-2%
COc1ccc(C2CC(C(F)(F)F)n3nc(C(=O)N(C)Cc4cn(C)nc4C)c(Cl)c3N2)cc1 (stereo not given)	?	4	-8%	-18%
COc1ccc(C2CC(=O)Nc3sc(=N)c4c(N)c(C#N)c(N)nc4c32)cc1OC (stereo not given)	-14	?	-26%	-17%
CC(=O)c1cc(NC(=O)c2cccc(C(F)(F)F)c2)c(=O)oc1/C=C/N(C)C	56	-7	-9%	-3%
Cc1ccccc1OCC(=O)NNC(=S)NC(=O)c1ccco1	-9	-5	33%[activator]	-6%
CCOc1ccc(-n2c(C)nnc2SCC(=O)N(CC)CC)cc1	19	9	-2%	-6%
COC(=O)C1=C(C)NC(=O)NC1c1ccc([N+](=O)[O-])o1 (stereo not given)	?	.	.	0%
COc1cccc(CNC(=O)C2CCN(Cc3cnn(-c4ccccc4)c3-n3cccc3)CC2)c1	?	-16	41%[activator]	-2%

A portion of the library; the hit share may differ from the screen's.
